Assay outcomes (PubChem)
FLuc inh: Photinus pyralis luciferase inhibition; P08659; purified P. pyralis luciferase, luminescence, biochemical; Potency, µM (titrated, usually from 115 µM), without a hit: at the top dose activity change, negative = inhibition, most hits filed as inhibitors; actives 2.5% (n = 76,000); AID 1347043; also: potency is read from the fitted curve at half-maximal effect; nearly all actives have a fitted effect of over 65% in size
Target sequence (P08659 whole entry, looked up): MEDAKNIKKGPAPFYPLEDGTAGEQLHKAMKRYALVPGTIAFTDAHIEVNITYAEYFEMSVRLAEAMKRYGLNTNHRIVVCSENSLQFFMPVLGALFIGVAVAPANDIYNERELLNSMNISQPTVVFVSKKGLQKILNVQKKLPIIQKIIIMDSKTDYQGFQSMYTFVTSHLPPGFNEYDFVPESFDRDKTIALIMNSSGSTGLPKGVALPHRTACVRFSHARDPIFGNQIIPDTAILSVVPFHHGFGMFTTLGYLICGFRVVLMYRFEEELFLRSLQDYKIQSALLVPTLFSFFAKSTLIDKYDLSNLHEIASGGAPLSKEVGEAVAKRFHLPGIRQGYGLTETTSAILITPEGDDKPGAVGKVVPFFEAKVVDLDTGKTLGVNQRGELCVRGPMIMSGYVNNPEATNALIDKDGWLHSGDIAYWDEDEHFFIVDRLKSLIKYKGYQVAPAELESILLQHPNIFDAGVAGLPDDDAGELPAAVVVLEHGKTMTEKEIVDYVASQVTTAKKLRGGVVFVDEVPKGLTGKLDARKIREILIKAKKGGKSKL
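Inhibitors were tested against purified firefly luciferase in a biochemical, low-substrate format (both substrates at 10uM) and luminescence measured with a CCD imager.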
GPT2 inh: inhibitors of human GPT2 alanine aminotransferase; Recombinant GPT2, coupled pyruvate oxidase/HRP Amplex Red fluorescence; Potency, µM (doses to about 57.7 µM), without a hit: at the top dose activity change, negative = inhibition, actives largely listed as inhibitors; actives 0.25% (n = 100,000); also: potency is read from the fitted curve at half-maximal effect; nearly all actives have a fitted effect of over 60% in size; many of its hits are not listed in these tables
Target sequence (Q8TD30 whole entry, looked up): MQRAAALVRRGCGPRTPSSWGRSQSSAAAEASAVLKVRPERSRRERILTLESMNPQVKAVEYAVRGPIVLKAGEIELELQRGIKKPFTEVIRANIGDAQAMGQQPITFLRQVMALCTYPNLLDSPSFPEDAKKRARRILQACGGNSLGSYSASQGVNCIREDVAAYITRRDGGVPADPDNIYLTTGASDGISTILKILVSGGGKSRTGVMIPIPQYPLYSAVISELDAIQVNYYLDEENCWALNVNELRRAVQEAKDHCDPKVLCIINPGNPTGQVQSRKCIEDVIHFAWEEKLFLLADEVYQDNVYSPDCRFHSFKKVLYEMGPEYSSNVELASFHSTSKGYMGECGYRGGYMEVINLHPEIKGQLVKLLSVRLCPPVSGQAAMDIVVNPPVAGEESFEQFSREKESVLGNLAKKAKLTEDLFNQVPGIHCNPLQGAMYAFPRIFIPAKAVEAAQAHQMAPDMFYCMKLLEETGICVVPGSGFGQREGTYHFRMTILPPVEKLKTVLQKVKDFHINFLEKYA
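Fluorescence read-out: pyruvate from GPT2 turnover coupled to pyruvate oxidase, HRP and Amplex Red (0.2mM ThPP, 0.2U/mL PO and HRP, 50uM Amplex final). Substrates 250uM a-KG, 2mM L-alanine; enzyme 10ng/uL; 30 min RT.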
NIH3T3 tox: NIH 3T3 cell cytotoxicity | NIH 3T3 viability, CellTiter-Glo ATP luminescence, 48-72 h | Potency, µM (series often up to 96.7 µM), inactives show top-dose activity change, negative = cytotoxicity, actives largely listed as inhibitors | actives 4.3% (n = 94,000) | AID 1345082; also: potency is read from the fitted curve at half-maximal effect; nearly all actives have a fitted effect of over 55% in size
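NIH 3T3 cells at 400 cells/well received 23 nL of compound by pintool and were incubated 48 or 72 h at 37 °C. Viability was read as ATP-coupled CellTiter-Glo luminescence.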
HEK cytotox: kills HEK 293 cells | HEK 293 viability, ATP luminescence (CellTiter-Glo), 48-72 h | Potency, µM (titrated, usually from 115 µM), inactives show top-dose activity change, negative = cytotoxicity, hits mostly inhibitors | actives 6.6% (n = 94,000) | AID 1345083; also: potency is read from the fitted curve at half-maximal effect; nearly all actives have a fitted effect of over 60% in size
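Viability of HEK 293 cells, plated at 250 cells/well, was judged by cellular ATP after compound treatment for 48 or 72 hr. Luminescence was imaged 10 min after CellTiter-Glo addition at room temperature.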
SNCA expr inhib: SNCA gene expression inhibition | HEK-293 SNCA-luciferase knock-in, luminescence, 24 h | Potency, µM (doses to about 57.2 µM), without a hit: at the top dose activity change, negative = inhibition, most hits filed as inhibitors | actives 0.17% (n = 140,000) | AID 1671194;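 also: potency is read from the fitted curve at half-maximal effect; plate controls were DMSO cells for no effect and cell-free wells for full effect; nearly all actives have a fitted effect of over 45% in size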
HEK293 viab: counter-screen for SNCA expression inhibitors: cell viability. HEK-293-SNCA-luc viability, GF-AFC fluorescence, 24 h. Potency, µM (top dose mostly 57.1 µM), for inactives: top-dose activity change, negative = cytotoxicity, actives largely listed as cytotoxic. actives 0.12% (n = 150,000). AID 1671193;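 also: potency is read from the fitted curve at half-maximal effect; 0% = DMSO-treated cells and -100% = medium-only wells without cells; nearly all actives have a fitted effect of over 30% in size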
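HEK-293-SNCA-luc cells (1500/well) plated 24 h, then exposed 24 h to a dilution series; GF-AFC added 30 min at 37C, fluorescence 405/540 nm; normalised to medium-only and DMSO wells, Hill fit.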
IP6K1 inh: inhibitors of human IP6K1; Q92551; IP6K1 kinase, ADP-Glo luminescence, 2 h; active compounds read low; activity change, % (series mostly up to about 58 µM); actives 0.81% (n = 140,000); AID 1645851; in the data active = activity change below about -25%
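ADP-Glo luminescence measures ADP made by human IP6K1 during a 2 h RT reaction with ATP/IP6 (mix at 1.3 mM/130 uM); top library doses 57.5 and 19.1 uM final.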
* = called active by the depositor; i = inactive; ? = inconclusive; · = no result given; [ ] = remark or other dose. Unless noted, calls follow the shape of the dose curve; as a rule, active = well fitted curve in the direction sought with a large enough effect; inconclusive = small, poorly fitted or top-dose-only effect, or another doubt; inactive = no such curve, though single readings can be large; an effect the other way counts as inactive or inconclusive. Unless noted, % is scaled to controls: 0 for no effect and ±100 for the full control effect. This is a subset; the hit share may differ from the screen's.

#	SMILES	FLuc inh	GPT2 inh	NIH3T3 tox	HEK cytotox
1	O=C(c1c(F)cccc1F)N1CCCC2(C1)NC(=O)N(Cc1ccccc1)C2=O (centres undefined)	8%	-16%	i	11%
2	Cn1ncc2c(C(=O)Nc3cccc(F)c3)cc(-c3cccc(C(F)(F)F)c3)nc21	·	·	1%	-6%
3	CC(C)N1CCN(C(=O)CCC2CCN(S(=O)(=O)c3ccccc3)CC2)CC1	14%	i	1%	-8%
4	C[C@]12CC[C@@H]3c4ccc(O[C@@H]5O[C@H](C(=O)O)[C@@H](O)[C@H](O)[C@H]5O)cc4CC[C@H]3[C@@H]1CCC2=O	·	i	·	·
5	O=C1CS(=O)C2(CCN(S(=O)(=O)Cc3ccccc3F)CC2)N1CC1CC1 (centres undefined)	5%	i	?	?
6	CCCCn1c(=O)c(C(=O)N2CCN(C(=O)Nc3ccc(Cl)cc3)CC2)nc2cccnc21	·	i	?	-24%
7	Cc1ccc2c(c1)N1C(=O)OC[C@@H]1CCN(C(=O)CC(C)C)C2	0%[172 µM]	4%[88.5 µM]	i	i
8	O=C1CCC[C@@H]2C3CC(CN(C4CCN(C(=O)C5(c6ccccc6)CC5)CC4)C3)CN12 (some centres undefined)	-3%	?	-2%	-1%
9	CCOc1ccc(CCNC(=O)c2cn(CC)c3ccc(S(=O)(=O)N4CCCCCC4)cc3c2=O)cc1OCC	·	·	·	·
10	CCOc1nccn2c(-c3ccc(CN4CCN(C(C)=O)CC4)cc3)cnc12	?	i	?	-25%[172 µM]
11	Cc1nc(N2CCOCC2)c2c(C(=O)N(C)c3ccccc3)c(C)oc2n1	·	·	·	·
12	CS(=O)(=O)Nc1cc(-c2noc([C@@H]3CCCN3Cc3ccccc3)n2)ccn1	0%[172 µM]	0%[88.5 µM]	-27%[138 µM]	-17%[172 µM]

#	SNCA expr inhib	HEK293 viab	IP6K1 inh
1	8%	2%	0
2	·	·	7
3	2%	8%	-1
4	·	-10%	4
5	17%	-17%	-8
6	-21%	-6%	-7
7	2%[87.6 µM]	-19%[87.6 µM]	4
8	-11%	9%	48
9	4%	4%	-10
10	-11%[87.6 µM]	-2%[87.6 µM]	-20
11	-17%	-5%	-6
12	-16%[87.6 µM]	3%[87.6 µM]	-10

The list goes on:
#	SMILES	FLuc inh	GPT2 inh	NIH3T3 tox	HEK cytotox
13	CC1CCCN1C(=O)c1cc(-c2cnn(C(C)C)c2)nc2cc(F)ccc12 (centres undefined)	?	1%	?	-24%
14	CC(C)NC(=O)N(C1CC1)C1CCOC2(CCN(C(=O)Nc3ccccc3F)CC2)C1 (centres undefined)	-1%	1%	1%	-5%
15	COc1ccc(C(=O)OCc2cc(=O)n3nc(-c4cccs4)sc3n2)cc1	·	·	·	·
16	COc1ccccc1-c1cnc(Nc2ccc3c(c2)OCCO3)c2c1CCO2	14µM*	-22%[88.5 µM]	-27%[138 µM]	?
17	CCc1ccc(NC(=O)N2C[C@@H](F)C[C@H]2C(=O)N2CCc3ccccc3C2)cc1	0%	i	?	-3%
18	COc1ccc(S(=O)(=O)N2CCC(c3ccncc3)CC2)cc1Cl	·	·	·	·
19	Cc1oc2ncn(C)c(=O)c2c1C(=O)N(Cc1ccccc1)C(C)C	·	·	·	·
20	CCOc1ccc(N2CC(c3nc4ccccc4n3Cc3ccccc3F)CC2=O)cc1 (centres undefined)	·	·	·	·
21	O=C(C1CCCN1[S+](=O)([O-])c1cccc(C(F)(F)F)c1)N1CCC(c2ccccc2)CC1 (centres undefined)	·	-3%	35µM*	25µM*
22	Cc1ccc(-n2nnnc2CNC(=O)c2ccc(F)cc2)cc1C	·	·	·	·
23	O=C(c1n[nH]c(=O)c2ccccc12)N1CCC(Cc2noc(C3CCOCC3)n2)C1 (centres undefined)	-1%	i	-11%	?
24	O=C1NC(=NC2CCCCC2)C2(CCN(Cc3ccccc3)CC2)N1c1cccnc1	·	0%	-1%	3%

#	SNCA expr inhib	HEK293 viab	IP6K1 inh
13	23%	-8%	-3
14	5%	-9%	4
15	6%	-3%	9
16	128%[activator][87.6 µM]	-13%[87.6 µM]	-26*
17	-10%	0%	-4
18	-19%	2%	-8
19	24%	-4%	20
20	13%	-1%	-5
21	?	-28%	-5
22	-17%	8%	42
23	3%	-16%	0
24	-32%	6%	-1

(listing goes on)
#	SMILES	FLuc inh	GPT2 inh	NIH3T3 tox	HEK cytotox
25	CC(=O)N1CCN(c2ncnc3c2CN(C2CCCC2)C(=O)CN3C)CC1	·	i	-18%	-4%
26	Cc1nn(-c2ccccc2)c2c1C(C)N(C1CCN(C(=O)C(C)C)CC1)C2=O (centres undefined)	·	·	?	?
27	O=C(NC1CCCC1)N1CCc2nnc(C3CC3)n2CC1	0%	i	i	i
28	O=C(NCc1cccs1)C1CCCN1C(=O)c1cccc(-c2ccccn2)c1 (centres undefined)	·	-7%	-25%	-12%
29	O=C(NCC1CN(C(=O)c2ccoc2)CC12CCOCC2)N1CCCC1 (centres undefined)	·	5%	-11%	-7%
30	CN1CCC(N2CCN(C(=O)C3CCCN(S(C)(=O)=O)CCC(=O)NCC3)CC2)CC1 (centres undefined)	0%	-6%	i	i
31	O=c1c(=O)n(-c2ccccc2)ccn1Cc1c(F)cccc1Cl	·	·	·	·
32	CC(C)CCNC(=O)CN1C(=O)COc2ccc(S(=O)(=O)N3CCOCC3)cc21	·	·	·	·
33	COc1ccccc1OCCn1c(C(C)Oc2ccccc2)nc2ccccc21 (centres undefined)	·	·	·	·
34	CC(C)(C)NC(=O)c1ccc(-c2nnc3ccc(NC(=O)C4CC4)cn23)cc1	-3%	i	-1%	?
35	O=C(NCc1nc(-c2ccncc2)n[nH]1)C1CCCN(C2CCCC2)C1 (centres undefined)	-1%	5%	3%	1%
36	Cn1cc(C#N)cc1C(=O)N1C[C@H](CO)C[C@H](CN2CCOCC2)C1	-4%	-13%	-7%	-9%

#	SNCA expr inhib	HEK293 viab	IP6K1 inh
25	-13%	2%	9
26	·	·	3
27	4%	1%	-9
28	32%	-1%	2
29	-10%	-12%	1
30	7%	8%	0
31	16%	-8%	-10
32	11%	9%	3
33	-31%	3%	-6
34	12%	-8%	-7
35	-9%	1%	11
36	3%	-6%	13

Additional compounds.
#	SMILES	FLuc inh	GPT2 inh	NIH3T3 tox	HEK cytotox
37	CCc1ccc(NC(=O)CN2C(=O)CSc3ccc(S(=O)(=O)N(C)C)cc32)cc1	·	·	·	·
38	CC1=C(C(=O)OC(C)C)C(c2ccccc2F)N2C(CC(=O)N3CCCC3)=CSC2=N1 (centres undefined)	-3%	i	-4%	-26%
39	COc1ccc(C(=O)Nc2ccc(OCc3cc(=O)n4ccccc4n3)cc2)cc1	·	·	·	·
40	C#CCNC(=O)C[C@@H]1O[C@H](CNC(C)=O)[C@@H](O)[C@H]1O	1%[230 µM]	-8%[88.5 µM]	3%[230 µM]	i
41	O=C(c1cccc(F)c1)N1CCC(Cc2nc(C3CCOCC3)no2)CC1	2%	i	?	?
42	O=C(O)C1CN(CCCP(=O)(O)O)CCN1 (centres undefined)	·	4%	·	·
43	COc1cccc(-c2nc(C3CC(=O)N(c4ccc(C)cc4)C3)no2)c1OC (centres undefined)	-1%	i	?	-28%
44	Cc1c(C(=O)N2CCC(C)CC2)c(S(=O)(=O)N2CCN(c3cccc(Cl)c3)CC2)c(C)n1C	·	·	·	·
45	CC(=O)Nc1cccc(-c2cc(-c3c(C)noc3C)c3cncn3c2)c1	8%[172 µM]	i	?	?
46	COc1ccccc1CCC(=O)N1CCC(Cc2nc(-c3cnccn3)no2)CC1	-3%	-2%	-2%	6%
47	CC(C)=CC1C[C@](C)(O)[C@@H]2[C@H]3CCC4[C@@]5(C)CC[C@H](O[C@@H]6OC[C@H](O)[C@H](O[C@@H]7O[C@H](CO[C@@H]8O[C@H](CO)[C@@H](O)[C@H](O)[C@H]8O)[C@@H](O)[C@H](O)[C@H]7O)[C@H]6O[C@@H]6O[C@@H](C)[C@H](O)[C@@H](O)[C@H]6O)C(C)(C)[C@@H]5CC[C@@]4(C)[C@@]34CO[C@@]2(C4)O1 (some centres undefined)	·	0%[17.1 µM]	·	·
48	COC(=O)CNC(=O)c1nc(-c2ccc([S+](C)(=O)[O-])cc2)c2cnccn12	·	-6%	i	i

#	SNCA expr inhib	HEK293 viab	IP6K1 inh
37	-5%	-11%	-2
38	-11%	-5%	-6
39	-17%	-4%	-11
40	12%[87.6 µM]	-3%[87.6 µM]	-6
41	-23%	-4%	2
42	12%	3%	·
43	1%	-2%	1
44	2%	-26%	-4
45	35%[activator][87.6 µM]	3%[87.6 µM]	-5
46	-13%	4%	9
47	·	-2%[12.5 µM]	-4
48	2%	29%	-17

Gathered by group: the entries above with two or more sulfur atoms
#	SMILES	FLuc inh	GPT2 inh	NIH3T3 tox	HEK cytotox
5	O=C1CS(=O)C2(CCN(S(=O)(=O)Cc3ccccc3F)CC2)N1CC1CC1 (centres undefined)	5%	i	?	?
15	COc1ccc(C(=O)OCc2cc(=O)n3nc(-c4cccs4)sc3n2)cc1	·	·	·	·
37	CCc1ccc(NC(=O)CN2C(=O)CSc3ccc(S(=O)(=O)N(C)C)cc32)cc1	·	·	·	·

#	SNCA expr inhib	HEK293 viab	IP6K1 inh
5	17%	-17%	-8
15	6%	-3%	9
37	-5%	-11%	-2

Continued:
#	SMILES	FLuc inh	GPT2 inh	NIH3T3 tox	HEK cytotox
49	COc1ccc(C2=C(C)C(=O)N(Cc3ccc(C(=O)NCc4cccc(C)c4)cc3)S2(=O)=O)cc1	·	·	·	·
50	O=C1CC(c2ccccc2)N(C(=O)CNC(=O)C2CCCCC2)CCCCCN1 (centres undefined)	5%	3%	-6%	-16%
51	CCN1c2cc(C(=O)Nc3ccc(OC(F)(F)F)cc3)ccc2C(=O)N2CCCCC21 (centres undefined)	-3%	i	?	-17%
52	CCCN1C(C(=O)c2ccccc2)=C(OC(=O)c2ccc(OC)cc2)c2ccccc2S1(=O)=O	·	·	·	·
53	O=C(CC1CCOC2(CCN(Cc3cccs3)CC2)C1)NC1CC1 (centres undefined)	2%	i	i	9%
54	CCOCCCNC(=O)N1CCc2c(c(-c3nncn3Cc3ccccc3)nn2C)C1	3%	i	-3%	i
55	COC1=C(OC)C(=O)C(CCCCCCCCCCO)=C(C)C1=O	·	-25%	·	·
56	Cn1nc(C(=O)N2CCC3(CC2)N=C(c2ccc(Br)cc2)NO3)c2ccccc21	-5%	2%	?	?
57	CN(C)c1nc(NCCNS(=O)(=O)c2ccc(Cl)cc2)ncc1F	2%	?	-29%	-25%

#	SNCA expr inhib	HEK293 viab	IP6K1 inh
49	-8%	-2%	-12
50	?	-4%	-10
51	7%	10%[12.5 µM]	-15
52	-11%	4%	2
53	4%	-2%	26
54	17%	-1%	-8
55	-12%	4%	-10
56	?	-17%	9
57	-1%	-10%	18
